Bioassay records deposited in PubChem by several laboratories.
CR mimetic SO: reduction of superoxide in aged yeast, primary screen, HTS; S. cerevisiae aged cells, superoxide DHE fluorescence; active compounds read low; superoxide response (% of plate mean), % at 10 µM; 0.18% of 330,000 active;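 active = superoxide response under a set limit, about three screen SD below normal, cut at about 65% in these data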;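 also: yeast aged for seven days with compound at 30 °C before DHE staining; 100% = average MFI of all compound-treated wells on the plate with controls excluded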
Efflux pump mplx: inhibitors of Candida efflux pumps in yeast, primary screen, S. cerevisiae, Nile Red, multiplex; S. cerevisiae Candida pump triplex; inhibition, % at 10 µM; 0.44% of 330,000 active;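 active = plate passing quality check with inhibition over a set limit, or well fluorescence over plate mean plus 4 SD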;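 also: Nile Red retained in pooled yeast measured as flow cytometry median fluorescence; 0% = buffer negative control and 100% = Enniatin B positive control; higher means more Nile Red kept so more efflux inhibition; some compounds called inactive have numbers as strong as hits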
ZTA DNA inh: blocks Epstein-Barr virus ZTA, an EBNA-1 counter-screen | P03206 | ZTA-DNA binding, fluorescence polarization | inhibition, % at 11 µM | 0.15% of 320,000 active | AID 2234; in the data active = inhibition above about 33%
Target sequence (P03206 whole entry, looked up): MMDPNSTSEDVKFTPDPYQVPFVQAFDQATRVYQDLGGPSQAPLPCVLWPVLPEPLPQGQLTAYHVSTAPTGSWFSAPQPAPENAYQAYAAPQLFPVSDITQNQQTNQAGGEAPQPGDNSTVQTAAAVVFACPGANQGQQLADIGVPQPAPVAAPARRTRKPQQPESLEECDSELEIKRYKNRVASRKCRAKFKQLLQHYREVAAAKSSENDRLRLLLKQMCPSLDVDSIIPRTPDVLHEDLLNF
Fam108B inh: mouse Fam108B serine hydrolase inhibitors, primary screen, counter-screen for RBBP9 inhibitor project, biochemical, fluorescence polarization; recombinant Fam108B, FP-Rh probe fluorescence polarization; inhibition, % at 9.51 µM; 0.33% of 300,000 active; AID 1947, 2009;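 active = inhibition above the screen mean inhibition plus 3 SD, computed separately per campaign, cut at about 18% in these data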;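 also: inhibitors lower polarization as less probe binds the enzyme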
MCL1-BIM inh: inhibitors of MCL1 binding to BIM-BH3, primary screen, biochemical, fluorescence polarization; GST-MCL1 / FITC-Bim-BH3 fluorescence polarization; inhibition, % at 10.9 µM; 0.68% of 320,000 active;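 active = inhibition above the mean inhibition of all tested compounds plus 3 SD, set per campaign, cut at about 40% in these data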;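 also: 0% = DMSO wells and 100% = unlabeled Bim-BH3 peptide control; higher means more loss of mP so more displacement of Bim peptide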
Target sequence (Q07820 whole entry, looked up): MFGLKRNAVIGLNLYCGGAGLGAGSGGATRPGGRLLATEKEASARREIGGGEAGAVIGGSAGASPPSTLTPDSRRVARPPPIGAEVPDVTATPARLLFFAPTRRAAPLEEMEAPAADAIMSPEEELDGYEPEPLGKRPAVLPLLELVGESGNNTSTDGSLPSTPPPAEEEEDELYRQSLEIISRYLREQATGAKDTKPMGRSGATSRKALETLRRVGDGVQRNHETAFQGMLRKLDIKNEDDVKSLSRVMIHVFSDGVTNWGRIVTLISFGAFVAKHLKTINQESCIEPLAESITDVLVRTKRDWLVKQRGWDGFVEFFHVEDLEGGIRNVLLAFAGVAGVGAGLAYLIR
BCLXL inh: inhibitors of human Bcl-xL, primary screen, biochemical, fluorescence polarization, HTS; Bcl-2-like protein 1 (Homo sapiens), Q07817; inhibition, % at 10.9 µM; 0.7% of 320,000 active; GST-Bcl-xL / FITC-Bim BH3 peptide fluorescence polarization;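 active = inhibition above the mean of all tested compounds plus 3 SD, cutoff set per campaign, cut at about 30% in these data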;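 also: 0% = DMSO wells and 100% = unlabeled Bim-BH3 peptide competitor; inhibitors lower millipolarization by displacing the labeled peptide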
Target sequence (Q07817 whole entry, looked up): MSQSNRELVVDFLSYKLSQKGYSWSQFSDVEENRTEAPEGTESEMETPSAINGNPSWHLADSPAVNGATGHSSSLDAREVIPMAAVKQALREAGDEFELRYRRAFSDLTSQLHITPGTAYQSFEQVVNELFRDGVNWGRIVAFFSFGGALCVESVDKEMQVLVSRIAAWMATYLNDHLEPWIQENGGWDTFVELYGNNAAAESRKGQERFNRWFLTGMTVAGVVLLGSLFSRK
EBNA-1 inh: EBNA-1 DNA-binding inhibitors, primary screen, biochemical, fluorescence polarization. inhibition, % at 14.8 µM. 0.34% of 300,000 active. AID 1950, 2009; in the data active = inhibition above about 28%
MEX-5 binding: MEX-5 zinc finger RNA-binding disruptors – biochemical, C. elegans, fluorescence polarization, MLPCN library, primary screen; 0.38% of 300,000 active; Zinc finger protein mex-5 (Caenorhabditis elegans), Q9XUB2; activity score (negative = inhibition of binding), % at 10 µM; AID 1832, 2009; MEX-5/FITC-TCR2 RNA binding; active compounds read low;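 active = inhibition past about -25% in most replicates, and total fluorescence under double the plate's negative control median, limit read from the data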;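 also: 0% = DMSO and -100% = 5 µM competing unlabeled TCR2 RNA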
GLD-1 RNA inh: GLD-1/TGE RNA complex disruptors, primary screen, biochemical, fluorescence polarization; Female germline-specific tumor suppressor gld-1 (Caenorhabditis elegans), Q17339; purified GLD-1 + fluorescein TGE RNA; inhibition, % at 5.96 µM; 0.44% of 320,000 active; AID 2280, 2010;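 active = percent inhibition above a per-plate cutoff, the plate mean of test compounds plus 3 SD, cut at about 30% in these data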;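 also: 0% = DMSO wells with GLD-1 and probe and 100% = wells lacking GLD-1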
An asterisk follows results filed as active; / = no result given. This is a random part of the collection; any-hit rate near 2.3%.

#	SMILES	ZTA DNA inh	Efflux pump mplx	EBNA-1 inh	Fam108B inh	BCLXL inh	MEX-5 binding	CR mimetic SO	MCL1-BIM inh	GLD-1 RNA inh
1	COc1ccc(Cl)cc1NC(=O)C(OC)c1ccccc1 (stereo not drawn)	-15	0.1	-8	5	4	0.2	108	-6	-5
2	Cc1ccc(Cl)cc1N1CCN(C(=O)c2cc3c(=O)n(C)c4ccccc4c3n2C)CC1	-3	0.1	-3	-1	4	-2.2	102	-4	-4
3	O=C(NCCN1CCOCC1)c1ccc([N+](=O)[O-])cc1[N+](=O)[O-]	8	0.0	6	-2	-2	-0.7	112	-5	0
4	COc1cccc(Nc2cc(C)nc3ccccc23)c1	-7	0.1	-10	2	0	-0.6	100	-3	0
5	CCOC(=O)c1c(CSc2ccc(CC)cc2)oc2ccc(O)c(CN(C)C)c12	34*	-0.3	12	11	1	-0.8	104	5	-7
6	O=C(COC(=O)Cc1cccc(C(F)(F)F)c1)NC1CCS(=O)(=O)C1 (stereo not drawn)	8	-0.1	3	1	0	-1.1	96	1	-1
7	CCOc1ccc(-c2cc(N3C(=O)Nc4ccccc4N3O)on2)cc1	-6	0.0	1	2	6	2.4	100	3	1
8	CC1CCc2sc(C(=O)OCC(=O)NC(C)C)cc2C1 (stereo not drawn)	12	-0.2	7	9	8	-1.7	94	6	-11
9	COC(=O)CCCCCNc1ccc(C(=O)OC)cc1N	-6	0.1	1	-1	-2	0.8	82	-7	-4
10	O=C(Oc1ccc(N(C(=O)c2ccncc2)S(=O)(=O)c2cccs2)cc1)c1ccncc1	15	0.1	11	0	1	0.5	111	7	0
11	COc1ccc(/C=N/Nc2nc(NCc3ccco3)nc(Nc3ccc(OC)cc3)n2)cc1	-19	-0.3	9	5	2	-1.1	115	3	6
12	CC(C)(C)NC(=O)c1ccc2c(c1)C(=O)N(Cc1ccco1)C2=O	-7	0.0	-2	-1	5	0.8	105	8	7
13	O=C(O)CCC(=O)Nc1sc2c(c1C(=O)NC1CCCC1)CCCC2	2	0.0	16	4	11	4.1	101	15	2
14	CCOc1ccc(C2C(C#N)=C(N)Oc3cc(C)n(Cc4ccco4)c(=O)c32)cc1OC (stereo not drawn)	-2	0.2	-5	2	7	-3.0	92	14	2
15	O=C(C1CCN(Cc2ccc(Cl)cc2)CC1)N1CCN(Cc2ccc3c(c2)OCO3)CC1	3	0.1	0	-5	-1	-0.6	102	-10	-3
16	COc1ccccc1N=Nc1[nH]c2ccc(C)cc2c1O	-3	0.1	6	-1	-4	-2.9	104	-21	10
17	O=S(=O)(Cc1ccccc1)N1CCCc2ccccc21	-15	0.1	-19	-1	3	-0.9	112	3	3
18	COc1ccc(C(=O)NNC(=O)c2cnccn2)cc1[N+](=O)[O-]	10	0.0	15	0	0	-64*	100	-1	-4
19	COc1ccc(N(CC(=O)Nc2ccc(F)c(F)c2)S(=O)(=O)c2c(C)[nH]c(=O)[nH]c2=O)cc1	3	0.3	-3	-5	2	-1.2	124	-4	-1
20	O=C(NCCc1ccccc1)C1CC(=O)N(C2CCCC2)C1 (stereo not drawn)	-8	-0.1	-3	2	6	2.7	87	8	-2
21	CCC(=O)Nc1nc(N)n(-c2ccccc2)n1	11	0.1	8	3	-7	-1.0	93	0	-2
22	COc1ccc(/C=C/C(=O)c2cc(Cl)cc(Cl)c2O)c(OC)c1	4	-0.1	-6	5	-2	-9.6	110	-6	1
23	COc1cc(C2NC(=O)NC(C)=C2C(=O)OC(C)(C)C)ccc1OCC(N)=O (stereo not drawn)	0	-0.1	6	1	4	0.4	87	10	0
24	CN(CCc1ccccc1)C1CCCN(S(=O)(=O)c2cccc(F)c2)C1 (stereo not drawn)	16	0.0	1	1	5	-0.4	102	0	1
25	COc1cccc(CNc2ccc3c(c2)CCC3)c1	-11	0.1	-3	-2	12	-0.5	107	2	-40
26	O=C(O)CCc1nn2c3ccccc3n(Cc3ccccc3)c2nc1=O	-9	0.3	-22	-1	2	-0.7	122	3	-8
27	c1nnc(NC2=NCCCCC2)s1	-1	0.0	-1	0	2	2.1	87	6	3
28	CCN1CCCC1CNC(=O)c1ccccc1Cl (stereo not drawn)	-1	-0.1	-1	-2	10	0.5	112	0	0
29	O=C(CSc1nnc(C2CC2)n1-c1ccccc1)Nc1ccc(N2CCOCC2)cc1	10	0.0	12	1	0	-1.9	100	-2	2
30	COC(=O)c1ccc(/C=N/NC(=O)CC(=O)NCC(C)C)cc1	7	-0.2	3	-4	8	1.8	101	4	1
31	Nc1ccc(O)cc1C(=O)OCC(=O)C12CC3CC(CC(C3)C1)C2	-14	-0.2	7	6	12	/	89	9	5
32	COc1ccc2oc(-c3ccco3)cc(=O)c2c1	1	0.0	0	3	-10	1.4	82	-9	-2
33	Cc1cc(C)c2cc3c(ccn3C3OC[C@H](O)[C@H](O)[C@H]3O)cc2n1 (stereo partly drawn)	14	-0.1	2	-5	88*	-13	100	100*	5
34	COc1ccc(C(CNC(=O)C(CCSC)NC(=O)c2ccccc2Cl)N2CCOCC2)cc1 (stereo not drawn)	2	0.1	8	0	-1	3.2	97	-10	0
35	COc1ccc(CNC(=O)CN2CCN(c3ccc(F)cc3)CC2)cc1	-9	0.2	2	-2	-2	-0.2	90	-3	1
36	Cc1ccc(OS(=O)(=O)c2ccc(N3C(=O)CCC3=O)cc2)cc1	1	-0.1	3	-3	2	-2.9	93	-10	2
37	Cc1cccc(NC(=S)Nc2ccccn2)c1	-19	0.0	3	1	7	1.2	93	7	-4
38	Cc1cccc2cc(C3CC(c4ccco4)=NN3S(C)(=O)=O)c(Cl)nc12 (stereo not drawn)	-8	-0.1	-4	6	-1	3.2	88	2	6
39	Cc1ccc(NC(=O)CSc2ncc3ccccn23)cc1	-2	0.2	-5	3	15	0.7	97	9	1
40	CC(C)(C)N(Cc1ccccc1)C(=O)COC(=O)CNS(=O)(=O)c1ccc2ccccc2c1	-3	0.0	/	/	6	/	81	6	5
41	Cc1cccc(Oc2sc(C(=O)c3ccccc3)c(N)c2C#N)c1C	-13	-0.2	-7	-8	-3	-0.6	95	-8	4
42	CCn1c(SCC(=O)NC2CCCCC2)nnc1C(C)NC(=O)c1ccccc1F (stereo not drawn)	-8	0.5	-16	-5	-4	0.5	104	-10	4
43	Cc1ccc(C(=O)CNc2ccc(F)cc2)cc1	4	0.0	3	-2	0	0.9	98	1	1
44	CC(C)[C@H](N)c1nnc(SC/C=C/c2ccccc2)o1	2	0.1	6	-4	3	3.2	98	1	3
45	S=C(NC1CC1)N1CCCc2ccccc21	-19	0.0	-15	1	6	1.8	90	9	-1
46	O=C(c1ccc(Cn2cc(Br)cn2)o1)n1cccn1	7	0.1	-5	-2	3	-1.1	90	2	-1
47	CCOC(=O)c1sc(NCCNc2nc(C)c(C(=O)OCC)s2)nc1C	-1	-0.1	-6	-2	1	3.4	103	2	1
48	COc1ccc(NC2CC(=O)N(c3ccc(C(=O)O)cc3)C2=O)cc1 (stereo not drawn)	3	-0.1	0	-1	4	0.8	101	3	-4
49	C=C1CCN([C@H](C(=O)NCc2ccco2)C(C)C)S(=O)(=O)c2ccccc21	-10	0.0	3	0	2	2.1	80	9	-2
50	CCOc1ccccc1C(=O)n1nc2nc(C)cc(C)c2c1N	5	-0.1	5	-8	-77	1.7	105	-66	-59
51	CC(C)[C@H](NC(=O)c1ccco1)C(=O)Nc1ccc(OC(F)F)cc1	1	0.1	-1	-3	1	-0.3	88	-5	8
52	CCOC(=O)N1CCN(S(=O)(=O)c2ccc(C(=O)Nc3nnc(CC)o3)cc2)CC1	-11	0.0	-17	-14	-11	-2.6	108	-20	1
53	O=C(Nc1ccc(N2CCCCCC2)cc1)c1ccccc1Cl	18	0.0	4	5	3	2.7	90	9	9
54	O=C(Nc1cccc(-c2ccc(F)cc2)c1)C1CCCN(Cc2cccnc2)C1 (stereo not drawn)	0	0.0	-4	-2	5	-3.8	94	3	4
55	Cc1ccc2cc(C#N)c(N3CCCC3)nc2c1C	14	-0.1	7	-3	3	-2.1	92	3	-5
56	CCOc1ccc(-c2csc3ncn(-c4ccc(OC)cc4)c(=O)c23)cc1	9	-0.1	4	-3	-1	1.4	103	-2	12
57	C=CCn1c(CSCc2ccc(F)cc2)n[nH]c1=S	6	0.2	0	1	-9	2.9	101	-16	3
58	COc1ccc(OC)c(NC(=O)CN(c2ccc(C(C)C)cc2)S(=O)(=O)c2c(C)noc2C)c1	-2	0.1	11	0	0	0.8	94	2	-2
59	O=c1c2ccccc2nc(-c2ccccc2)n1CCCn1ccnc1	-2	0.0	6	-2	1	2.6	98	4	8
60	Cc1ccc(NC(=O)C2CC2c2ccccc2)cc1 (stereo not drawn)	-4	-0.1	-2	-3	2	0.6	105	5	2
61	O=C(CN(Cc1ccccc1Cl)C(=O)c1csnn1)NCc1ccccc1	8	0.0	-8	2	3	0.0	90	13	0
62	Cc1ccc(C)c(N(CC(=O)Nc2ccc(-c3nc4ccc(C)cc4s3)cc2)S(C)(=O)=O)c1	9	-0.3	36*	-2	-1	2.1	103	-1	8
63	Cn1nc(C(F)(F)F)c(C#N)c1N1CCN(c2ccccc2F)CC1	5	0.0	-7	-6	4	-0.3	106	1	-1
